Compound activity (PubChem BioAssay)
12-hLO inh – qHTS Assay for Inhibitors of 12-hLO (12-human lipoxygenase); Polyunsaturated fatty acid lipoxygenase ALOX12 (Homo sapiens), P18054; purified 12-hLO, xylenol orange hydroperoxide absorbance; Potency, µM (doses to about 57.1 µM), without a hit: at the highest dose activity change, negative = inhibition, usual class: inhibitors; 150,000 tested, 0.12% active; AID 1452, 2008; also: potency is read from the fitted curve at half-maximal effect; nearly all actives have a fitted effect of over 55% in size; many of its hits are not listed in these tables
Target sequence (P18054 whole entry, looked up): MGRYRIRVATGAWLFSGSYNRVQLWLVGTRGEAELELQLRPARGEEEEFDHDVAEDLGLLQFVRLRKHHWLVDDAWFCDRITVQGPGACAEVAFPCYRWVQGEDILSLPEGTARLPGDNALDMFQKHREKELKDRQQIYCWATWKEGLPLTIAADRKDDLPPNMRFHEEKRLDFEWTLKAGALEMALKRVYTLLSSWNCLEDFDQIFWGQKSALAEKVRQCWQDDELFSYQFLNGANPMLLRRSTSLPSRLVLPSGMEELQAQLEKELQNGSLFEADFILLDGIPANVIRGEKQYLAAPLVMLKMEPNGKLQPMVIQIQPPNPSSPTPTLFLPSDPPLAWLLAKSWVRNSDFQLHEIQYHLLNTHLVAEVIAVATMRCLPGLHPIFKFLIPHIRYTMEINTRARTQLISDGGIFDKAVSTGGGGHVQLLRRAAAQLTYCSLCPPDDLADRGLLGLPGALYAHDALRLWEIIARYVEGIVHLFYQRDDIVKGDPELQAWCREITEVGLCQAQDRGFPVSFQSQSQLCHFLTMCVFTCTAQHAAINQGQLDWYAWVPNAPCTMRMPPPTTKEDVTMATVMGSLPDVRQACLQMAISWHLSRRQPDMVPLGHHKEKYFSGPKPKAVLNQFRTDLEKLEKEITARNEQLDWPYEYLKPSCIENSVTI
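Lipoxygenase turnover measured by absorbance at 573 and 405 nm after Fe-XO development. Human 12hLO 150 nM, arachidonate 40 uM, pH 7.0 Hepes buffer with detergent; 15 min compound preincubation, 30 min reaction.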
PNC inhibitor – High Content Assay for Compounds that inhibit the Assembly of the Perinucleolar Compartment | PC3M PTB-GFP, PNC prevalence imaging, 16 h; hits give low values | activity change (PNC), negative = inhibition, % at 10 µM | 140,000 tested, 3.1% active | AID 2417, 2010;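 active = readout at or below -70, meaning at least 70% loss of cells showing the perinucleolar compartment, a nuclear body marking cancer cells; inconclusive = readout between -30 and a set limit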;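 also: plate controls were DMSO wells for no effect and camptothecin positive control wells for full effect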
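PC3M cells stably expressing PTB-GFP, 750–1000 cells/well, treated 16 h at 37 °C with compound (23 nl of library stock), in duplicate. After paraformaldehyde fixation and Hoechst stain, imaged at 20x; PNC prevalence scored by image analysis.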
ALOX15B inhib – qHTS Assay for Inhibitors of 15-hLO-2 (15-human lipoxygenase 2); purified 15hLO-2, xylenol orange hydroperoxide absorbance; Polyunsaturated fatty acid lipoxygenase ALOX15B (Homo sapiens), O15296; 110,000 tested, 0.56% active; Potency, µM (highest dose often 57.1 µM), for the others: at the highest dose activity change, negative = inhibition, hits mostly inhibitors; also: potency is read from the fitted curve at half-maximal effect; nearly all actives have a fitted effect of over 60% in size; many of its hits are not listed in these tables
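Read-out: hydroperoxide product oxidises ferrous iron, measured as xylenol orange complex via the 573-to-405 nm absorbance ratio after 30 min. Reaction: 50 nM enzyme, 15 min compound preincubation, 45 uM arachidonic acid, 90 min RT, Hepes pH 7.5 with Triton X-100.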
IMPase cell inh – qHTS Assay for Identifying the Cell-Membrane Permeable IMPase Inhibitors; Inositol monophosphatase 1 (Rattus norvegicus), P97697; CHO-M1 cells, IP1 accumulation, HTRF TR-FRET ratio; inhibition (IP1 accumulation), % at 46.1 µM; 120,000 tested, under 10 active; active = well fitted curve in the direction sought with a large enough effect in the signal ratio, not every such curve was filed as active; inconclusive = small, poorly fitted or top-dose-only effect, or a change in a side signal; inactive = no such curve, though single readings can be large or run the other way; the % refers to the signal ratio;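 also: cells stimulated with carbachol in lithium chloride buffer; plate controls were DMSO basal wells for no effect and reference inhibitor wells for full effect; higher means more IMPase inhibition seen as more IP1 and lower FRET ratio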
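CHO-M1 cells (CHO stably expressing M1 receptor), compound up to 46 uM final, stimulated with carbachol (50 uM as added) in buffer with 50mM LiCl, pH 7.4, 30 min at 37C. Cytosolic IP1 read by TR-FRET; AC50 from Hill fits.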
Active calls of the source: *; ? = inconclusive; / = no result given; [ ] = dose if it differs, or a comment. Unless noted, calls follow the shape of the dose curve; as a rule, active = well fitted curve in the direction sought with a large enough effect; inconclusive = small, poorly fitted or top-dose-only effect, or another doubt; inactive = no such curve, though single readings can be large; an effect the other way counts as inactive or inconclusive. Unless noted, % is scaled to controls: 0 for no effect and ±100 for the full control effect. These rows are one share of the data, so the mix of outcomes need not match the whole.

Screens in order: 12-hLO inh | PNC inhibitor | ALOX15B inhib | IMPase cell inh
1. CCCCc1ccc(N2C(=O)[C@@H]3C(CC(N)=O)NC4(C(=O)Nc5ccc(F)cc54)[C@@H]3C2=O)cc1 (stereo partly drawn)
 : 4% | -7 | -15% | 6
2. CN1CCN(/C=N/C2=C(C#N)C(c3ccccc3)C3=C(CC(C)(C)CC3=O)O2)CC1 (stereo not drawn)
 : 5% | 101 | 8% | -1
3. CC1(C)CC(=O)C2=C(C1)N(CCN1CCOCC1)C1=C(C(=O)CC(C)(C)C1)C2c1cccc(F)c1
 : 1% | -8 | -4% | -3
4. Cc1ccc2c(C)c(C(=O)Nc3nnc(C)s3)oc2c1
 : 0% | 0 | 3% | 10
5. O=C(CCCSc1nc2sc3c(c2c(=O)[nH]1)CCC3)NCCO
 : 2% | 9 | -2% | 0
6. COc1ccccc1-n1c(CNC(=O)c2ccc(S(=O)(=O)N3CCOCC3)cc2)n[nH]c1=S
 : 7% | 21 | -4% | 9
7. CC(=O)Oc1ccc2c(=O)c(Oc3ccccc3)c(C)oc2c1OC(C)=O
 : -11% | -28 | / | /
8. COc1ccc(NC(=O)N2CCCC3(CCN(C(=O)c4csnn4)CC3)C2)cc1
 : 0% | / | -7% | /
9. CC(C)N1C(=O)C2ON(c3ccccc3)C(c3cccs3)C2C1=O (stereo not drawn)
 : -3% | -14 | 1% | 5
10. O=C(Nc1cc(S(=O)(=O)Nc2ccc(Cl)cc2)ccc1N1CCCCC1)c1ccc(F)cc1
 : 2% | ? | / | 2
11. CC(=O)c1ccc(NC(=O)CCSCCC(=O)Nc2ccc(C(C)=O)cc2)cc1
 : 2% | -5 | -7% | -2
12. CCOC(=O)c1cnn(-c2ccccc2)c1-n1cccc1C(=O)C(=O)Nc1ccc(OC)cc1
 : -10% | 2 | -8% | 11
13. CCn1c(C(C)NC(=O)c2ccc(C)cc2)n[nH]c1=S (stereo not drawn)
 : 0% | 9 | / | /
14. CCOC(=O)c1c(NC(=O)CS(=O)(=O)c2cn(CC)c3ccccc23)sc2c1CCCCC2
 : -2% | 51 | / | /
15. COC(=O)CNC(c1ccccc1)c1cc(Br)ccc1NS(=O)(=O)c1ccccc1 (stereo not drawn)
 : -1% | -29 | / | /
16. Cc1nc2ccccc2n1S(=O)(=O)N(C)C
 : 6% | ? | 15% | 0
17. C/C(CC(=O)NCc1ccco1)=N\NC(=O)C(c1ccccc1)c1ccccc1
 : 4% | ? | 1% | 4
18. COc1cc(NS(=O)(=O)c2ccc(NC(=O)CSC3=NCCS3)cc2)nc(OC)n1
 : -1% | ? | -4% | 0
19. CCOc1cc2nc(-c3ccc(OC)c(OC)c3)nc(N3CC(C)OC(C)C3)c2cc1OC (stereo not drawn)
 : -4% | 11 | 1% | -2
20. Cn1c(=O)c2c(nc(Br)n2CCSc2nc3ccccc3o2)n(C)c1=O
 : -11% | -24 | 7% | -3
21. COc1ccc(-c2csc3[nH]c(=S)n(-c4ccccc4)c(=O)c23)cc1OC
 : 0% | 16 | / | /
22. CCCCCC(=O)Nc1cc(N(C)C)nc2ccccc12
 : -3% | -21 | 22% | -7
23. CC(C)OCCCNC(=O)CN1C(=O)CC(C)(C)S(=O)(=O)c2ccccc21
 : 5% | 1 | 5% | 1
24. O=C(O)c1ccccc1C(=O)Nc1ccc(S(=O)(=O)NC2CCCCC2)cc1
 : -1% | 2 | / | /
25. COc1ccccc1NC(=O)N1CCCC1C(=O)NC1CCCCC1 (stereo not drawn)
 : 0% | ? | 6% | 5
26. O=C(COC(=O)C12CC3CC(CC(C3)C1)C2)N1CCN(S(=O)(=O)c2ccccc2)CC1
 : 2% | 21 | 0% | 4
27. CC1CC(c2ccccc2)n2nc(NC(=O)c3ccco3)nc2N1 (stereo not drawn)
 : -1% | -16 | -2% | -7
28. CN(C(=O)COC(=O)CNS(=O)(=O)/C=C/c1ccccc1)C1CCS(=O)(=O)C1 (stereo not drawn)
 : -1% | 3 | -6% | -6
29. CCC(=O)Nc1ccccc1C(=O)OCC(=O)Nc1ccc(S(N)(=O)=O)cc1
 : 5% | 35 | 1% | 9
30. CCn1c(C)cc(/C=C2\NC(=O)N(Cc3ccc(Cl)cc3)C2=O)c1C
 : -10% | ? | -10% | 0

Sorted by the number under PNC inhibitor (rising): three from the list above.
entry | Molecule | 12-hLO inh | PNC inhibitor | ALOX15B inhib | IMPase cell inh
23 | CC(C)OCCCNC(=O)CN1C(=O)CC(C)(C)S(=O)(=O)c2ccccc21 | 5% | 1 | 5% | 1
28 | CN(C(=O)COC(=O)CNS(=O)(=O)/C=C/c1ccccc1)C1CCS(=O)(=O)C1 (stereo not drawn) | -1% | 3 | -6% | -6
29 | CCC(=O)Nc1ccccc1C(=O)OCC(=O)Nc1ccc(S(N)(=O)=O)cc1 | 5% | 35 | 1% | 9

Carrying on:
Assay codes – A = 12-hLO inh; B = PNC inhibitor; C = ALOX15B inhib; D = IMPase cell inh
#31 CCOC(=O)c1c(C)cc(O)c(C)c1O
  A = -2%	B = /	C = 1%	D = /

#32 Cc1ccc(NC(=O)Cn2c(=O)cnc3ccccc32)cc1S(=O)(=O)N(C)C
  A = 0%	B = ?	C = /	D = 6

#33 N#C/C(=C1/CCCCCN1)c1nc2ccccc2s1
  A = -1%	B = ?	C = -9%	D = 4

#34 CCCCOC(=O)Nc1cccc(Cl)c1C
  A = 10%	B = 17	C = 1%	D = ?

#35 c1ccc2c(c1)CCC[C@@H]2C1=NCCN1
  A = 1%[25.6 µM]	B = /	C = 3%[25.6 µM]	D = 4[20.6 µM]

#36 CCONc1ncnc2nonc12
  A = -1%	B = 10	C = /	D = /

#37 Cc1ccc(S(=O)(=O)N(C)C)cc1NC(=O)C1CCCC1
  A = -5%	B = 12	C = /	D = 8

#38 Cn1c(SCC(=O)C(C)(C)C)nnc1-c1cccnc1
  A = -2%	B = -6	C = -6%	D = 13

#39 O=C(/C=C/c1ccccc1)N1CCN(C(=O)c2ccco2)CC1
  A = 3%	B = -15	C = /	D = -12

#40 COc1cc(CCN2C(=O)c3cccc4cccc(c34)C2=O)c(S(=O)(=O)NCCCO)cc1OC
  A = 1%	B = 13	C = -14%	D = -3

#41 Cn1c(=O)[nH]c(=O)c2c1nc(N(CCO)Cc1ccccc1)n2CCCc1ccccc1
  A = -2%	B = -15	C = -6%	D = 6

#42 O=C(NNC(=O)[C@@H]1CCCC[C@@H]1C(=O)O)c1cccs1
  A = -3%	B = ?	C = /	D = -1

#43 O=C(Nc1ccc2c(c1)OCCO2)c1cccs1
  A = 8%	B = ?	C = /	D = 5

#44 CCCCN1CN(S(=O)(=O)c2cccs2)c2nc3ccccc3nc21
  A = -3%	B = ?	C = -3%[2.29 µM]	D = 7

#45 CN1CCN(Cc2cccc(Oc3ccc(Cl)cc3)c2)CC1
  A = 7%	B = -15	C = 35%[activator]	D = 7

#46 COC(=O)c1c(C)oc2ccc(N(C(=O)Oc3ccccc3)S(=O)(=O)c3ccc(Cl)c([N+](=O)[O-])c3)cc12
  A = -6%	B = ?	C = /	D = /

#47 Cc1nn(C)c(C)c1CN(C)C(=O)c1nn2c(c1Br)NC(c1cccs1)CC2C(F)(F)F (stereo not drawn)
  A = 2%	B = ?	C = /	D = /

#48 CCn1c(COc2ccccc2)nnc1SCC(=O)Nc1ccc2c(c1)OCCO2
  A = -2%	B = ?	C = -3%	D = 6

#49 COc1ccc(-c2cc(C(=O)Nc3cnn(Cc4ccccc4C)c3)no2)cc1OC
  A = -1%	B = ?	C = -2%	D = 9

Pulled by structure from above, four records:
Assay codes – A = 12-hLO inh; B = PNC inhibitor; C = ALOX15B inhib; D = IMPase cell inh
#48 CCn1c(COc2ccccc2)nnc1SCC(=O)Nc1ccc2c(c1)OCCO2
  A = -2%	B = ?	C = -3%	D = 6

#49 COc1ccc(-c2cc(C(=O)Nc3cnn(Cc4ccccc4C)c3)no2)cc1OC
  A = -1%	B = ?	C = -2%	D = 9

#46 COC(=O)c1c(C)oc2ccc(N(C(=O)Oc3ccccc3)S(=O)(=O)c3ccc(Cl)c([N+](=O)[O-])c3)cc12
  A = -6%	B = ?	C = /	D = /

#47 Cc1nn(C)c(C)c1CN(C)C(=O)c1nn2c(c1Br)NC(c1cccs1)CC2C(F)(F)F (stereo not drawn)
  A = 2%	B = ?	C = /	D = /
